# FN deposit inh: fibronectin deposition inhibition | AH1F fibroblasts, Alexa488-fibronectin deposition fluorescence, overnight | inhibition, % at 12.6 µM | actives 0.086% (n = 350,000) | AID 743247;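 active = mean inhibition across replicates of 30% or more, regardless of how many single replicates reach that level; inconclusive = mean under 30% yet at least half of replicates reach 30%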;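 note: positive control wells lacked labelled fibronectin entirely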
#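 Test system: AH1F fibroblast monolayer depositing Alexa488-labelled fibronectin into matrix. Input: 10000 cells per well. Technique: fluorescence, ex 485 nm, em 525 nm. Buffer or medium: DMEM plus 2% serum, read in PBS. Timing: 1 h cell adhesion before compound, then overnight fibronectin incubation. Compound: single dose, pinned. Read-out basis: inhibition from reduced deposited-fibronectin fluorescence.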
# PGC1a acetyl inh: modulators of PGC1a acetylation; U2OS PGC1a acetylation, AlphaScreen anti-acetyl-lysine; with virally co-expressed GCN5 acetyltransferase; inhibition, % at 15.6 µM; actives 0.17% (n = 350,000);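 active = every replicate shows inhibition of at least 40%; inconclusive = mean inhibition at least 40% but some replicate below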;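 note: 0% = neutral control wells and 100% = positive control wells; some results beyond the cut were filed as inactive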
# PAX8 reporter: inhibitors of PAX8 transcriptional activity in RMG-I cells; RMG-I TPO-luciferase reporter, SteadyGlo, 24 h; inhibition, % at 12.6 µM; actives 1.2% (n = 360,000); AID 652154;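 active = mean replicate inhibition at least 60% with every replicate also reaching 60%; inconclusive = only one of the two criteria is met; inactive = mean below 60% and not all replicates reaching 60%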;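 note: luciferase light reporting Pax8 driven TPO promoter activity; plate controls were median of neutral control wells for no effect and mitoxantrone controls for full effect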
# CASP6 VEID inh: caspase-6 (human) enzyme inhibition. P55212. purified caspase-6, Z-VEID-R110 cleavage fluorescence. inhibition, % at 12.5 µM. actives 0.53% (n = 350,000). AID 686996;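 active = mean inhibition across replicates at least about 35%, with every replicate also reaching that limit, limit read from the data; inconclusive = only one of the two criteria met; inactive = neither criterion met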;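 note: 0% = median of neutral control wells and 100% = no fluorescence left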
# Target sequence (P55212 24-179 limits assumed): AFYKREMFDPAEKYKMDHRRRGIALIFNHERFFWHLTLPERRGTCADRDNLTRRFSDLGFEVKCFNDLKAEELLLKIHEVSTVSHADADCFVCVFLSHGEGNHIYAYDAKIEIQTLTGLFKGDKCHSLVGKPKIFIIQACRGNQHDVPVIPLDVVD
# Target sequence (P55212 194-293 limits assumed): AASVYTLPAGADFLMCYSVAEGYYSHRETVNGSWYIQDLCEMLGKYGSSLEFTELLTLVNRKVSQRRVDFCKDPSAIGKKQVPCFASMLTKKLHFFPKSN
# Cneo AK release: Cryptococcus neoformans lysis via adenylate kinase release; C. neoformans lysis, adenylate kinase release luminescence, 4 h; normalised: neutral wells 0, clomiphene wells 100; lysis activity, % at 15 µM; actives 0.2% (n = 360,000); AID 651654;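 active = mean lysis activity across replicates of at least 80%, whatever share of replicates individually reach that level; inactive = mean lysis activity below 80%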
#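 Assay system: C. neoformans cells. Amount: yeast cell density of 5 × 10^6 cells/mL. Technique: AK luminescence. Buffer or medium: YPD. Times: static 4 h at 37 °C with compound, 1 h detection. Dosing: single-point compound dose. Read-out: lysis from increased AK signal.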
# LGR2 antag: Drosophila LGR2 receptor signaling inhibition. HEK293 LGR2, CRE-luciferase, bursicon-stimulated, 4 h. inhibition, % at 9.99 µM. actives 0.35% (n = 380,000). AID 720647;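 active = drop in luminescence signal, shown as inhibition above about 50% in the replicate tests, limit read from the data, passing the limit was not always enough; inconclusive = probably only some replicates passing the limit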;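 note: agonist challenge used bursicon conditioned medium at about half maximal strength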
# EWS-Fli inh: EWS/Fli transcriptional activity inhibition; A673 NR0B1-luciferase reporter, viability-normalised; AID 651661; actives 0.67% (n = 350,000); inhibition, % at 12.6 µM;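 active = mean inhibition of at least 50% after viability correction, with every replicate also passing that limit; inconclusive = mean reaches 50% but only one of two replicates passes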;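 note: firefly luciferase signal divided by Alamar Blue viability fluorescence both relative to DMSO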
# miR122 inh: miR-122 inhibition in Huh7 cells; AID 602342; actives 0.3% (n = 340,000); activation (reporter increase), % at 12.5 µM; Huh7 miR-122 Renilla luciferase sensor, 48 h; neutral wells = 0, positive control = 100;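 active = mean replicate activation score at least 90 and every replicate individually at or above 90; inconclusive = only one of the two criteria met; inactive = neither criterion met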;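 note: higher luciferase means less miR-122 activity so hits act as miR-122 inhibitors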
# The depositor's hits bear a star; ? = inconclusive; nt = not tested or not shown; [ ] = dose if it differs, or a comment.
SMILES,FN deposit inh,PGC1a acetyl inh,PAX8 reporter,CASP6 VEID inh,Cneo AK release,LGR2 antag,EWS-Fli inh,miR122 inh
O=C(Nc1ccc2c(c1)OCO2)C1Cc2c(-c3ccncc3)ccnc2O1 (configuration not stated),10.0,-6.9,11.6,2.2,-0.1,-3.2,-18.1,-1.9
Cc1cc(C)cc(-n2ncc3c2CCCC3NC(=O)C2CCC2)c1 (configuration not stated),4.2,-0.2,-29.7,nt,-1.6,0.7,1.8,-12.2
CNC(=S)N(CCc1c(C)[nH]c2ccc(OC)cc12)Cc1ccco1,2.3,-3.2,-4.8,nt,0.4,-9.4,-13.8,-1.8
Nc1nc(-c2ccc(Oc3ccccc3)cc2)c(CC(=O)O)s1,-7.8,nt,-20.4,-0.3,0.7,-22.5,-8.1,nt
CCNS(=O)(=O)c1ccc(NC(=O)Cn2cc([N+](=O)[O-])cn2)cc1,-9.9,-3.5,3.0,2.5,nt,-7.4,-2.7,nt
CCOC(=O)N1CCN(CC(O)COc2cc(C)ccc2C(C)C)CC1 (configuration not stated),1.0,nt,3.0,1.4,nt,10.3,-15.7,nt
CCOC(=O)C1CCCN(S(=O)(=O)c2ccc(F)c(C(=O)Nc3ccc(F)c(F)c3)c2)C1 (configuration not stated),6.7,-12.6,nt,nt,-0.3,nt,nt,8.3
CCOc1ccc(C(=O)COC(=O)c2cccc(-n3cnnn3)c2)cc1,3.1,nt,-22.2,-0.7,-1.9,-15.8,-22.4,-3.0
COc1cccc(CNC(=O)CSc2ccc(-c3cccs3)nn2)c1,5.7,-0.4,-11.9,-1.2,nt,-2.2,-5.7,3.6
O=C(Nc1ccc(Cl)cc1)c1ccc2sc([C@@H]3O[C@H](CO)[C@H](O)[C@H](O)[C@H]3O)nc2c1,-5.1,-34.0,-14.2,0.8,0.3,-26.9,-0.4,6.7
CCCN(CC(=O)Nc1ccccc1OC)C(=O)Cn1[nH]c(=O)c2ccccc2c1=O,-4.9,3.2,16.0,7.0,4.5,-1.0,-1.8,-1.8
COc1ccc(NC(=O)N(C)C[C@@H]2Oc3c(NC(=O)c4cc(C)nn4C)cccc3C(=O)N([C@@H](C)CO)C[C@H]2C)cc1,nt,9.3,10.2,1.0,-0.2,-25.5,nt,-4.1[16.7 µM]
O=C(COc1ccccc1)N/N=C/c1ccc([N+](=O)[O-])o1,10.4,nt,13.5,28.3,nt,-4.9,23.7,nt
COC(=O)c1ccccc1NC(=O)Cn1nnc(-c2ccc(OC)cc2)n1,nt,-4.1,nt,nt,-0.8,15.3,nt,25.3
CO[C@@H](CN(C)S(=O)(=O)c1ccc(F)cc1)[C@@H](C)CN([C@H](C)CO)S(=O)(=O)c1cccc(Cl)c1,0.5,-15.1,nt,1.6,-1.5,-13.0,10.4,nt
CCN(CC(=O)NC(C)C)C(=O)Cc1ccc(C)c(C)c1,-6.3,1.4,-12.2,2.6,nt,-3.5,1.1,nt
CCOC(=O)CNC(=O)c1c2c(nc3ccccc13)CCCC2,nt,10.5,nt,4.1,0.9,-8.9,14.5,-0.7
COc1ccc(OC)c(NC(=O)C(C)N2c3cccc4cccc(c34)S2(=O)=O)c1 (configuration not stated),-1.6,-12.8,11.3,3.2,-0.6,-8.6,16.4,3.5
CN(Cc1ccccc1)C(=O)c1cccc(NC(=O)Cc2ccc(NC(=O)C3CCCN(C(=O)C4CCC4)C3)cc2)c1 (configuration not stated),0.9,-4.7,13.0,0.6,0.6,-6.4,9.2,-5.6
O=C(O)C(c1ccccc1)C1(O)CC2CCC1C2 (configuration not stated),3.0,nt,-17.8,-0.9,nt,-8.5,-4.3,nt
COc1cccc(S(=O)(=O)N[C@@H]2CC[C@H](CC(=O)NC3Cc4ccccc4C3)O[C@@H]2CO)c1,-11.5,5.1,19.8,1.0,-2.0,-5.7,-2.3,2.1[16.7 µM]
CC(C)CCN1C(=O)c2ccccc2C1c1nnnn1C(C)C (configuration not stated),-2.0,nt,-0.1,2.7,nt,-0.8,-3.3,nt
C=CCC1CCCC(=O)N2CCCC12 (configuration not stated),10.5,4.7,-7.9,0.4,0.4,24.2,7.0,1.3
COc1ccc(S(=O)(=O)NCC2CCCN(Cc3ccccc3C)C2)cc1 (configuration not stated),3.2,3.9,-3.7,-1.8,nt,14.2,17.1,1.8
COc1ccc2ccccc2c1/C=N/NC(=O)c1cc(C)[nH]n1,8.0,-4.3,-12.2,1.0,8.7,-5.9,nt,-5.1
O=C1c2ccccc2C(c2nnnn2Cc2ccccc2)N1CCc1ccccc1F (configuration not stated),7.3,nt,-100.4,2.8,nt,-57.7,-100.6,nt
CN1CCCCC(NC(=O)c2ccc(C#N)cc2)C1=O (configuration not stated),-9.8,nt,-1.3,1.0,nt,-3.5,-9.2,nt
Cn1/c(=N/NC(=O)c2ccccc2F)sc2ccccc21,-1.4,nt,-80.9,2.2,nt,-38.1,-81.6,nt
COc1ccc(NC(=O)C(NS(=O)(=O)c2ccc3c(c2)CCCN3C(C)=O)C(C)C)c(OC)c1 (configuration not stated),5.8,1.3,-0.5,nt,-8.3,nt,nt,-4.5
COC(=O)[C@H](Cc1ccccc1)NC(=O)N1CCN(c2ccccc2)CC1,-8.8,1.8,-2.4,0.3,-1.1,6.9,8.7,-4.5
CCCC(=O)Nc1ccc2c(c1)OC[C@H](C)N(CCc1ccccc1)C[C@@H](C)[C@@H](OC)CN(C)C2=O,-6.7,2.4,nt,nt,nt,14.8,-0.5,12.3[16.7 µM]
O=C(NCC1CC1)c1onc(CSc2ccccc2)c1C(=O)NCC1CC1,-4.7,-23.5,-26.9,nt,0.6,-33.6,11.0,16.6
CC(C(=O)NC1CCCC1)N(C(=O)c1ccc(-c2ccccc2)[nH]1)c1ccccc1F (configuration not stated),5.7,nt,12.2,nt,-0.8,nt,nt,-1.0
C[C@@H]1CCCCO[C@H](CN(C)Cc2ccc3c(c2)OCO3)[C@@H](C)CN([C@@H](C)CO)C(=O)c2cc(NC(=O)CCC(F)(F)F)ccc2O1,nt,-1.5,-2.6,-2.0,1.7,3.0,1.2,-5.3[16.7 µM]
C[C@H]1CN([C@@H](C)CO)C(=O)Cc2cc(NS(=O)(=O)c3ccc(Cl)cc3)ccc2O[C@@H]1CN(C)Cc1ccc(Cl)c(Cl)c1,nt,-4.0,18.1,nt,-3.6,?,6.1,-10.2[16.7 µM]
CC(C)CC#Cc1ccc2c(c1)O[C@@H](CN(C)C(=O)c1cnccn1)[C@H](C)CN([C@H](C)CO)S2(=O)=O,nt,11.4,-11.1,nt,nt,-7.4,5.8,-23.1[16.7 µM]
O=C(c1ccccc1)N1CCN(Cc2ccccc2Br)CC1,-2.1,-0.4,7.7,nt,3.0,nt,nt,-2.5
CCN1C(=NCCOC)N[C@@H](c2cccs2)C(C(=O)OC)=C1C,-4.8,7.9,-16.2,nt,2.3,13.8,2.4,2.7
O=C(NCCCn1ccnc1)Nc1cccc(Cl)c1,4.7,-0.2,0.4,nt,0.1,nt,nt,4.2
C[C@@H]1CN([C@H](C)CO)C(=O)c2cc(NC(=O)Nc3ccc(C(F)(F)F)cc3)ccc2O[C@@H]1CN(C)Cc1ccc(C(=O)Nc2ccccc2N)cc1,nt,20.5,nt,-2.6,-2.8,0.7,29.0,3.9[16.7 µM]
COC(=O)c1cc(OCC(=O)NC2CCCc3ccccc32)cc(C(=O)OC)c1 (configuration not stated),2.4,nt,12.0,-1.3,-1.9,3.4,8.2,nt
COc1cc(C(C[N+](=O)[O-])c2c(C)[nH]c3ccccc23)cc(OC)c1OC (configuration not stated),6.1,-11.6,nt,nt,-0.3,nt,nt,-0.6
COCCNC(=O)C1(C)CCCN(C(=O)Cc2ccc3ccccc3c2)C1 (configuration not stated),-13.6,nt,-8.7,2.1,-2.2,4.0,-2.6,nt
Cc1[nH]c2ccc(-c3nnc(SCC(=O)c4ccccc4F)o3)cc2c1C,-11.1,-0.9,nt,nt,1.1,nt,nt,1.1
Cc1ccc(NC(=O)c2ccccc2)cc1OC(=O)c1ccccc1,nt,-2.1,nt,1.2,23.7,-21.3,-49.2,10.7
Cc1ccc(N(CC(=O)NC2CCCCC2)C(=O)CNC(=O)c2ccco2)cc1F,-1.2,-8.4,-10.4,-3.3,-1.1,-6.6,-2.7,-2.2
CN1CCN(C(=O)C[C@H]2CC[C@H]3[C@@H](COC[C@H](O)CN3S(=O)(=O)c3cccc(Cl)c3)O2)CC1,-10.1,2.7,-11.2,-1.0,0.3,8.2,-1.4,-5.0[16.7 µM]
Cc1cccc(N2CCN(C(=S)c3ccc4c(c3)OCO4)CC2)c1,14.7,6.5,-10.0,-2.7,0.9,-5.2,42.1,35.7
Cc1cccc(-n2nnnc2SCC(=O)N(CC(C)C)c2c(N)n(CC(C)C)c(=O)[nH]c2=O)c1,5.1,-11.7,5.4,-1.0,nt,17.5,1.0,-3.9
CC1Cc2ccccc2N1C(=O)COC(=O)Cn1cnc2ccccc2c1=O (configuration not stated),-1.7,2.7,-8.9,nt,-0.5,nt,nt,-11.8
CCOC(=O)N1CCN(c2ccc(C(C)=O)cc2F)CC1,-4.7,0.4,-32.0,nt,1.1,nt,nt,-3.6
C[C@@H]1CCCCO[C@@H](CN(C)C(=O)c2ccccc2)[C@@H](C)CN([C@H](C)CO)C(=O)c2cc(NS(=O)(=O)c3cccs3)ccc2O1,-6.4,nt,-27.4,-0.3,-2.4,-1.1,-6.6,10.7[16.7 µM]
COc1ccc(C(C)=O)cc1CN1C(=O)C(Cc2ccccc2)ON=C1c1ncccc1C (configuration not stated),6.5,nt,-1.3,1.4,-2.1,1.7,-0.7,nt
CCNc1oc(/C=C/c2ccc(OCC)cc2)nc1C#N,-4.7,-6.0,-14.4,0.8,-3.0,-6.2,-15.7,33.3
CCOC(=O)N1CCN(c2nc(-c3ccco3)cc(C(F)(F)F)n2)CC1,0.2,-5.3,1.8,nt,-3.3,nt,nt,-7.7
CC1=C(C(=O)OC(C)C)C(c2cccnc2)C2=C(CCCC2=O)N1 (configuration not stated),-8.9,22.9,nt,nt,1.7,nt,nt,10.4
Cc1cccc(Cn2c(CN3CCN(Cc4ccccc4)CC3)nc3c2c(=O)[nH]c(=O)n3C)c1,7.0,-9.1,11.7,4.0,0.6,-2.1,5.1,-2.2
CCc1ccccc1N(CC(=O)NC1CCCCC1)C(=O)CNC(=O)c1ccco1,-2.5,5.9,-2.8,0.4,1.6,0.5,0.5,3.8
CC(C)NC(=O)N(C)C[C@@H]1Oc2ccc(NC(=O)Nc3ccc(C(F)(F)F)cc3)cc2C(=O)N([C@@H](C)CO)C[C@@H]1C,nt,-7.5,3.5,1.3,0.6,-9.3,9.6,-3.9[16.7 µM]
